Screens (PubChem)
Siah-1 displacement: Siah-1 peptide-binding antagonists, primary screen, biochemical, fluorescence polarization, rhodamine-plectin, uHTS (AID 1817); displacement, % at 20 µM; hits with a dose series show IC50 in µM; Siah-1 / rhodamine-plectin peptide fluorescence polarization; higher % means a stronger effect; actives 0.02% (n = 290,000);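 active = displacement of at least 50% at 20 µM, with a fluorescence ratio check between 0.3 and a set limit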;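 note: plate controls were Siah plus tracer with DMSO for no effect and tracer alone without Siah for full effect; strong numbers were not always called active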
GPR55 LPI antagonism: GPR55 antagonists blocking LPI-driven arrestin recruitment, primary screen, imaging, U2OS, beta-arrestin-GFP, LPI agonist (AID 2013). actives 0.13% (n = 290,000). U2OS GPR55 beta-arrestin-GFP translocation imaging, LPI antagonism; higher % means a stronger effect. inhibition, % at 10 µM; hits with a dose series show IC50 in µM;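 active = spots per cell inhibited over 60%, with over 100 cells counted and total cytoplasm intensity under 500,000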;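 note: U2OS cells stably carrying GPR55 and arrestin-GFP stimulated by 5 µM LPI near EC80; imaged beta-arrestin-GFP aggregate spots per cell after agonist stimulation; plate controls were LPI-stimulated DMSO wells for no effect and DMSO wells without LPI for full effect; some results filed as inactive read as strong as hits; confirmed hits need IC50 under 10 µM and bright autofluorescent wells are also inconclusive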
GPR35 arrestin U2OS: GPR35 antagonists blocking zaprinast-driven arrestin recruitment, primary screen, imaging, U2OS, beta-arrestin-GFP, zaprinast agonist (AID 2058); U2OS GPR35 beta-arrestin-GFP translocation imaging, zaprinast antagonism; higher % means a stronger effect; inhibition, % at 10 µM; hits with a dose series show IC50 in µM; actives 0.052% (n = 290,000);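 active = inhibition of at least 50% with at least 30 cells and total cytoplasm GFP at most 10,000,000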
Myeloid diff MLP: promotes myeloid progenitor differentiation; actives 1% (n = 360,000); AID 624256; calls only at 10 µM; ER-HoxA9 myeloid progenitors, lysozyme-GFP differentiation, flow cytometry;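 active = normalized GFP-positive differentiation at or above the plate's own cutoff, the solvent-only control mean plus 3 SD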;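 note: cells exposed to compound for four days before flow analysis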
NTR1 ag: NTR1-driven beta-arrestin-GFP spot formation – imaging, U2OS cells, high content, primary screen (AID 493036) | activation, % at 20 µM | P30989 | agonist mode | actives 0.17% (n = 330,000);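 active = activation at or above 40% of the spot to cytoplasm intensity ratio, with at least 20 cells analyzed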;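 note: 0% = DMSO without peptide and 100% = 100 nM NTR1 peptide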
Target sequence (P30989 whole entry, looked up): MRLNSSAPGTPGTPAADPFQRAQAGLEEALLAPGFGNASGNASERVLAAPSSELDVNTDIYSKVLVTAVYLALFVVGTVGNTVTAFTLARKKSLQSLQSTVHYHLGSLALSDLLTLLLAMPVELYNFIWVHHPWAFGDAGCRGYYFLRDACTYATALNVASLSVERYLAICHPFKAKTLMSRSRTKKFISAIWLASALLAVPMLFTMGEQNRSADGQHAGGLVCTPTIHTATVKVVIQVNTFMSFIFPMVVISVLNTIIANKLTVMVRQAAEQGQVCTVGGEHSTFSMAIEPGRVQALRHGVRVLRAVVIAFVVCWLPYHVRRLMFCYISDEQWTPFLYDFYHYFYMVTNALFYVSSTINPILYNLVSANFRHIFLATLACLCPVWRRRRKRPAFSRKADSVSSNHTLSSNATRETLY
HIV fusion peptide: cell-free HIV fusion peptide-binding blockers – biochemical, uHTS, fluorescence dequenching, primary screen (AID 1986); one-dose inhibition, % at 20 µM; IC50 in µM for titrated hits; cell-free peptide binding, fluorescence dequenching, 30 min; higher % means a stronger effect; actives 0.3% (n = 290,000); in the data active = inhibition mostly above about 52%, no sharp cut-off; inactive = mostly below about 76%; note: some results filed as inactive read as strong as hits
Rac1 GTP hydrolysis: MgcRacGAP GTPase-activating activity inhibitors, confirmation, biochemical, ADP Hunter fluorescence | MgcRacGAP-stimulated Rac1 GTP hydrolysis, ADP Hunter fluorescence; higher % means a stronger effect; GST-tagged Rac1 F28L mutant substrate | one-dose inhibition, % at 30 µM; IC50 in µM for titrated hits | actives 0.6% (n = 340,000) | AID 624330;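 active = first-screen hits whose inhibition reached a set limit at any dose in the follow-up dose series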;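 note: fluorescence reports GDP produced by GAP-driven GTP hydrolysis; strong numbers were not always called active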
Salmonella PhoP GFP: inhibitors of PhoP regulon expression, primary screen, Salmonella Typhimurium, GFP reporter (AID 1863). inhibition, % at 50 µM; hits with a dose series show IC50 in µM. actives 0.16% (n = 300,000). S. Typhimurium PhoP-regulated promoter GFP reporter, 4 h; higher % means a stronger effect;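 active = inhibition over 29.93%, a cutoff 3 SD above the screen mean, later confirmed by dose response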;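 note: 0% = low Mg2+ inducing control and 100% = high Mg2+ repressing control; strong numbers were not always called active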
LYP inhibition: PTPN22 lymphoid phosphatase activity blockers – biochemical, fluorescence intensity, uHTS (AID 1779). inhibition, % at 11.5 µM, or IC50 in µM where a hit was titrated. actives 0.054% (n = 290,000). recombinant LYP phosphatase, fluorescence intensity; higher % means a stronger effect; in the data active = inhibition above about 50%;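 note: plate controls were vehicle with enzyme for no effect and no enzyme for full effect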
NTR1 ag cell count 20 µM: also measured in NTR1 ag; calls as there; cell count; measured here: cell count, cytotoxicity flag
Myeloid diff MLP GFP+ MAC1+ %: recorded beside Myeloid diff MLP, whose call it bears; GFP+ MAC1+ double positive, %; measured here: differentiation confirmed by MAC1 staining
Numbers without * were called inactive; i = inactive; / = no result given.

#1 CSCCC1NC2(C(=O)Nc3c(C)cc(Cl)cc32)[C@@H]2C(=O)N(C3CCCC3)C(=O)[C@H]12 (some centres undefined)
#2 O=C(N/N=C/c1ccc(-c2ccccc2[N+](=O)[O-])o1)c1cccnc1
#3 Cc1cc2cc(CCNC(=O)CC(C)C)c(=O)[nH]c2cc1C
#4 Cc1c(C)c2ccc(OCC(=O)NCc3ccccn3)cc2oc1=O
#5 COc1cc(OC)cc(C(=O)NNC(=O)CNC(=O)c2ccc(Br)o2)c1
#6 COc1ccc(OC)c(NC(=O)CCn2c(=S)[nH]c3ccccc3c2=O)c1
#7 Nc1nnnn1CC(=O)N/N=C/c1ccccn1
#8 Clc1ccc(-n2nnnc2CN2CCOCC2)cc1
Compound | 1 | 2 | 3 | 4 | 5 | 6 | 7 | 8
Siah-1 displacement | -5% | 1% | -1% | 8% | / | -2% | 16% | -5%
GPR55 LPI antagonism | -4% | -2% | 0% | 11% | / | 2% | 7% | 1%
GPR35 arrestin U2OS | -6% | 2% | 9% | -10% | / | -12% | 12% | 22%
Myeloid diff MLP | i | i | / | i | i | i | i | i
Myeloid diff MLP GFP+ MAC1+ % | 0.6 | 0.2 | / | 1.7 | 1.3 | 2.9 | 0.3 | 0.6
NTR1 ag | 9.4 | -1.6 | -0.5 | 0.3 | -1.1 | 1.4 | -0.4 | -2.7
NTR1 ag cell count 20 µM | 100 | 66 | 56 | 60 | 50 | 61 | 36 | 94
HIV fusion peptide | -1.2% | 5.3% | 2.1% | 1.3% | / | 0.7% | -0.5% | 2.8%
Rac1 GTP hydrolysis | 6% | 10% | / | 12% | 11% | 9% | / | 6%
Salmonella PhoP GFP | -5% | 13% | 0% | -9% | -3% | -3% | -15% | 16%
LYP inhibition | -8% | -4% | -7% | -15% | / | -13% | -4% | -11%

#9 CCOC(=O)NC(=O)COC(=O)c1ccc(Sc2ncn[nH]2)c([N+](=O)[O-])c1
#10 CCCCNC(C(=O)Nc1cccc(S(=O)(=O)N2CCOCC2)c1)c1ccccc1 (centres undefined)
#11 CN(C)c1ccc(C(c2nnnn2CCOC(=O)Nc2ccc(Cl)cc2)N2CCOCC2)cc1 (centres undefined)
#12 Cn1c(CNC2CCCCC2)nc2ccccc21
#13 COc1ccc(CCNC(=O)COC(=O)Cc2cc(OC)c(OC)c(OC)c2)cc1
#14 CC(C)C(=O)NC(=O)[C@@H]1CCCN1C(=O)/C=C/c1ccccc1
#15 N#Cc1nc(-c2ccc(OCc3ccccc3)cc2)oc1NCc1cccnc1
#16 C=CCn1c(SCC(=O)NCCCC(=O)OCC)nc2scc(-c3ccco3)c2c1=O
Compound | 9 | 10 | 11 | 12 | 13 | 14 | 15 | 16
Siah-1 displacement | 35% | 1% | 1% | 3% | 0% | 0% | 7% | 3%
GPR55 LPI antagonism | 8% | 8% | 10% | 12% | 1% | 10% | -12% | 5%
GPR35 arrestin U2OS | 0% | 1% | -1% | 10% | -7% | 4% | -7% | -5%
Myeloid diff MLP | i | i | i | i | i | i | i | i
Myeloid diff MLP GFP+ MAC1+ % | 1.1 | 0.4 | 0.4 | 1.0 | 0.5 | 1.1 | 0.6 | 0.6
NTR1 ag | 1.6 | 0.7 | / | -1.9 | 0.2 | 2.2 | 2.8 | -0.7
NTR1 ag cell count 20 µM | 33 | 53 | / | 74 | 35 | 71 | 40 | 80
HIV fusion peptide | -1.0% | -0.4% | -6.2% | 0.2% | 0.4% | -0.4% | 4.1% | 4.5%
Rac1 GTP hydrolysis | 11% | 2% | -1% | 13% | 2% | 3% | 9% | 15%
Salmonella PhoP GFP | -9% | -3% | -1% | 5% | -7% | 1% | 15% | -1%
LYP inhibition | -1% | -5% | -6% | -6% | -11% | 0% | -2% | -2%

#17 CCOC(=O)c1ccc(NC(=O)[C@@H](NC(N)=O)C(C)C)cc1
#18 Cc1nc(N=Nc2ccc(O)cc2)n[nH]1
#19 Cc1cc(C)c(C#N)c(Sc2nnnn2-c2ccccc2)n1
#20 COc1cc(C(=O)OCC(=O)NC(N)=O)cc(CN2C(=O)c3ccccc3C2=O)c1OC
#21 CC1CCCCN1C(=O)CSc1nc(C2CC2)nc2c1cnn2-c1ccccc1 (centres undefined)
#22 O=C(CSc1nnc(-c2ccccc2)c(-c2ccccc2)n1)N1CCc2ccccc21
#23 O=C(NCCC1=CCCCC1)C1CCN(C(=O)c2ccc(Br)cc2)CC1
#24 Cc1nc(C)c(C(=O)N(c2ccc(F)cc2)C(C(=O)NCC2CCCO2)c2ccccc2)s1 (centres undefined)
Compound | 17 | 18 | 19 | 20 | 21 | 22 | 23 | 24
Siah-1 displacement | 15% | 4% | 3% | -3% | -3% | 5% | 4% | 15%
GPR55 LPI antagonism | 5% | 4% | 8% | 2% | -11% | 0% | 0% | 4%
GPR35 arrestin U2OS | 2% | 21% | 4% | -11% | -17% | -8% | 6% | -9%
Myeloid diff MLP | i | i | i | i | i | i | i | i
Myeloid diff MLP GFP+ MAC1+ % | 0.4 | 0.1 | 2.6 | 0.9 | 0.6 | 7.4 | 0.2 | 3.6
NTR1 ag | -1.3 | -1.2 | -0.8 | -0.6 | 5.9 | 6.5 | 2.7 | -0.5
NTR1 ag cell count 20 µM | 50 | 54 | 45 | 52 | 37 | 40 | 50 | 36
HIV fusion peptide | -0.4% | 1.6% | 0.2% | -2.9% | 1.3% | -2.4% | 0.3% | -0.9%
Rac1 GTP hydrolysis | 5% | 15% | -15% | -8% | 4% | 1% | -2% | 2%
Salmonella PhoP GFP | -4% | 1% | 4% | -6% | -3% | -4% | 9% | 2%
LYP inhibition | -8% | 7% | -1% | -5% | 4% | -3% | 0% | -7%

#25 O=C1c2oc3ccc(Br)cc3c(=O)c2C(c2cccc(F)c2)N1CCO (centres undefined)
#26 CC(Oc1ccc(F)cc1)C(=O)N(Cc1ccccc1)c1c(N)n(Cc2ccccc2)c(=O)[nH]c1=O (centres undefined)
#27 CCCC12CN3CC(C)(CN(C1)C3c1ccc(OC(C)C)cc1)C2=O (centres undefined)
#28 CC(=O)COC(=O)c1cccc(N2C(=O)C3C4C=CC(C4)C3C2=O)c1 (centres undefined)
#29 COc1ccc(OC(=O)CCN2C(=O)C3C4C=CC(C4)C3C2=O)cc1 (centres undefined)
#30 O=C(CS(=O)(=O)c1ccccc1)NC1CCCCC1
#31 Cc1ccc(Cn2c(C)c3cnn(CC(=O)NCc4ccccn4)c(=O)c3c2C)cc1
#32 COc1ccccc1-c1nc(SCC(=O)NCc2ccco2)c2c(=O)n(C)c(=O)n(C)c2n1
Compound | 25 | 26 | 27 | 28 | 29 | 30 | 31 | 32
Siah-1 displacement | 4% | / | -1% | 2% | -2% | 1% | 1% | 2%
GPR55 LPI antagonism | 8% | / | 9% | 4% | 4% | 5% | -1% | 18%
GPR35 arrestin U2OS | -11% | / | -7% | -14% | 4% | 0% | 7% | -7%
Myeloid diff MLP | i | i | i | i | i | i | i | i
Myeloid diff MLP GFP+ MAC1+ % | 0.9 | 0.9 | 0.5 | 0.9 | 0.7 | 0.6 | 1.1 | 1.2
NTR1 ag | -0.5 | 1.1 | 2.5 | 4.2 | -2.0 | -0.4 | -3.0 | 4.1
NTR1 ag cell count 20 µM | 50 | 65 | 76 | 55 | 86 | 62 | 57 | 56
HIV fusion peptide | 0.7% | / | -0.4% | 0.7% | 1.3% | 0.3% | 2.0% | 1.8%
Rac1 GTP hydrolysis | 18% | 3% | 7% | 2% | 16% | -1% | 14% | 6%
Salmonella PhoP GFP | -13% | -9% | 9% | -6% | -5% | -1% | / | -5%
LYP inhibition | -6% | / | -2% | -5% | 1% | -9% | 0% | -7%

#33 O=C(CSc1cccc[n+]1[O-])NC1CCCCCCC1
#34 COc1ccc2occ(C(=O)c3ccccc3)c2c1
#35 CN(CC(=O)Nc1cccc(F)c1)C(=O)/C=C/c1cc(Br)ccc1OC(F)F
#36 Nn1c(SCc2ccccc2F)nnc1-c1cccnc1
#37 Cc1nnc(SC(C)C(=O)Nc2nccs2)s1 (centres undefined)
#38 CCOC(=O)N1CCN(S(=O)(=O)Cc2ccccc2)CC1
#39 CC(C)Cn1c(-c2csc3c2CCCC3)n[nH]c1=S
#40 Cc1noc(C)c1COC(=O)/C=C/c1ccccc1Cl
Compound | 33 | 34 | 35 | 36 | 37 | 38 | 39 | 40
Siah-1 displacement | 9% | 0% | / | 4% | 0% | -1% | 0% | 0%
GPR55 LPI antagonism | 12% | -9% | / | -2% | -5% | 2% | 5% | -17%
GPR35 arrestin U2OS | 0% | -15% | / | -10% | -11% | -6% | 20% | -9%
Myeloid diff MLP | i | i | i | i | i | i | i | i
Myeloid diff MLP GFP+ MAC1+ % | 0.3 | 0.2 | 0.4 | 0.2 | 1.1 | 1.3 | 4.5 | 0.7
NTR1 ag | -1.3 | -0.9 | 3.1 | -0.1 | 0.4 | 0.6 | 1.6 | 0.7
NTR1 ag cell count 20 µM | 44 | 68 | 66 | 56 | 51 | 57 | 50 | 49
HIV fusion peptide | 1.5% | 0.2% | / | 2.2% | -1.5% | 0.0% | -1.9% | -1.0%
Rac1 GTP hydrolysis | 10% | 3% | 10% | / | -4% | -1% | 14% | -8%
Salmonella PhoP GFP | 5% | -2% | -1% | -5% | -1% | -8% | 9% | 7%
LYP inhibition | -4% | -9% | / | -2% | -3% | 0% | -4% | -2%

#41 O=S(=O)(O)c1nc2ccccc2n1CCOc1ccccc1
#42 COc1ccc(C(=O)/C=C/c2ccc(OC)c(COc3ccc(F)cc3)c2)cc1
#43 Cc1ccc(NC(=O)c2cnccn2)c(Br)c1
#44 CNC(=S)N(Cc1cc2ccc(OC)cc2[nH]c1=O)CC1CCCO1 (centres undefined)
Compound | 41 | 42 | 43 | 44
Siah-1 displacement | -2% | 2% | -4% | -2%
GPR55 LPI antagonism | -18% | 32% | -1% | 4%
GPR35 arrestin U2OS | 6% | 12% | -4% | 7%
Myeloid diff MLP | i | i | i | i
Myeloid diff MLP GFP+ MAC1+ % | 0.8 | 2.5 | 0.4 | 0.5
NTR1 ag | 1.9 | 1.6 | 1.7 | 2.3
NTR1 ag cell count 20 µM | 61 | 43 | 57 | 49
HIV fusion peptide | -2.2% | -0.4% | 1.0% | -2.7%
Rac1 GTP hydrolysis | 11% | 0% | 10% | 1%
Salmonella PhoP GFP | -7% | 3% | -4% | 0%
LYP inhibition | -6% | 3% | -7% | -3%
